From PubChem BioAssay
697 NFkB inh: inhibitors of PMA/ionomycin-induced NF-kB reporter, 697 cells, primary screen, B-cell NF-kB inhibitor project, cell-based, luminescence, uHTS; inhibition, % at 4 µM; 697 B-cell NF-kB luciferase reporter, 16 h; hit rate 0.33% among 330,000; AID 435022, 2010; in the data active means inhibition above about 35%
CXCR6 inh: CXCR6 receptor inhibitors, primary screen, cell-based, beta-arrestin, luminescence, CHO-K1 PathHunter, 1536-well; inhibition, % at 20 µM; hit rate 0.36% among 360,000; C-X-C chemokine receptor type 6 (Homo sapiens), O00574; in the data active means inhibition above about 34%, passing the limit was not always enough;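 further: antagonist mode with CXCL16 agonist at 10 nM final; 0% = 10 nM CXCL16 with DMSO and 100% = unstimulated wells without agonist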
UPR XBP1 act: activators of adaptive XBP1 UPR arm, primary screen, cell-based, CHO-XBP1 luciferase reporter, luminescence, uHTS; IRE1-XBP1 UPR activation; percent of tunicamycin response, DMSO as zero; activation, % at 20 µM; hit rate 0.33% among 330,000; AID 463104, 2010;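 active means versus positive control, 20 µM dose yields 30% or more activation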;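 further: 100% = tunicamycin at 10 µg/mL and 0% = DMSO only wells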
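Material: CHO cell line with stable XBP1 luciferase reporter; schedule: 16-18 h cell attachment at 37 °C, then 6 h compound exposure; signal: glow luminescence from Steady-Glo reagent; medium: serum-containing F12 medium, 10% FBS; benchmarks: tunicamycin 10 µg/mL and vehicle-only wells; read-out: percent activation relative to tunicamycin reference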
EBI2 block: EBI2 receptor antagonists, beta-arrestin recruitment, primary screen, cell-based, luminescence, 7a,25-OHC stimulation, uHTS; G-protein coupled receptor 183 (Homo sapiens), P32249; 7a,25-OHC stimulated; inhibition, % at 5 µM; hit rate 0.81% among 360,000; AID 651636, 2012; in the data active means inhibition above about 38%;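 further: enzyme fragment complementation signal reports receptor beta-arrestin coupling in cells; 0% = agonist plus DMSO wells and 100% = wells without agonist; some results beyond the cut were filed as inactive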
CHOP UPR activ: activators of apoptotic CHOP UPR arm, primary screen, cell-based, CHO-CHOP luciferase reporter, luminescence, uHTS; activation, % at 10 µM; AID 449763, 2010; UPR activation; percent of tunicamycin response over DMSO baseline; hit rate 0.34% among 330,000;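 active means at 10 µM dose, activation of 40% or more, normalized to positive control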;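 further: 100% = tunicamycin at 10 µg/mL and 0% = DMSO alone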
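Test system: CHO-CHOP cells, stable luciferase reporter of PERK-eIF2a-CHOP signalling | Quantity: 500 CHO-CHOP cells per well | Buffer or medium: F12 plus 10% serum | Compound dosing: 10 µM single point, 0.5% DMSO | Schedule: 6 h compound treatment, 37 °C | Signal: Luciferase luminescence | Control set: Tunicamycin high control, DMSO low control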
Gli-Sufu antag: Gli-Sufu pathway antagonists, primary screen, luciferase luminescence, Sufu-KO-LIGHT cells, uHTS; hit rate 0.74% among 340,000; Sufu-KO-LIGHT fibroblasts, Gli luciferase reporter luminescence; inhibition, % at 5 µM;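 active means inhibition above about 55%, limit read from the data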;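 further: 0% = DMSO-treated cells and 100% = wells with medium but no cells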
CCR6 antag: CCR6 receptor antagonists, primary screen, cell-based, CHO-K1, luminescence, beta-arrestin, uHTS; AID 493098, 2011; inhibition, % at 20 µM; CHO-K1 CCR6 PathHunter beta-arrestin, CCL20-stimulated; hit rate 0.49% among 340,000; C-C chemokine receptor type 6 (Homo sapiens), P51684;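 active means compounds whose inhibition of the agonist-driven luminescence signal at 20 µM reaches about 50%, limit read from the data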;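 further: cells stimulated with CCL20 at 14 nM final; plate controls were DMSO with CCL20 for no effect and DMSO without agonist for full effect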
Mdm2-MdmX inh: inhibitors of human Mdm2-MdmX association, primary screen, cell-based, luminescence, split luciferase, SaOS-2, uHTS; Protein Mdm4 (Homo sapiens) + E3 ubiquitin-protein ligase Mdm2 (Homo sapiens), …; SaOS-2 split-luciferase Mdm2/MdmX complementation; inhibition, % at 8 µM; hit rate 3% among 330,000; AID 485346, 2010;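 active means inhibition of at least 50% at 8 µM in the primary screen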
Target sequence (O15151 whole entry, looked up): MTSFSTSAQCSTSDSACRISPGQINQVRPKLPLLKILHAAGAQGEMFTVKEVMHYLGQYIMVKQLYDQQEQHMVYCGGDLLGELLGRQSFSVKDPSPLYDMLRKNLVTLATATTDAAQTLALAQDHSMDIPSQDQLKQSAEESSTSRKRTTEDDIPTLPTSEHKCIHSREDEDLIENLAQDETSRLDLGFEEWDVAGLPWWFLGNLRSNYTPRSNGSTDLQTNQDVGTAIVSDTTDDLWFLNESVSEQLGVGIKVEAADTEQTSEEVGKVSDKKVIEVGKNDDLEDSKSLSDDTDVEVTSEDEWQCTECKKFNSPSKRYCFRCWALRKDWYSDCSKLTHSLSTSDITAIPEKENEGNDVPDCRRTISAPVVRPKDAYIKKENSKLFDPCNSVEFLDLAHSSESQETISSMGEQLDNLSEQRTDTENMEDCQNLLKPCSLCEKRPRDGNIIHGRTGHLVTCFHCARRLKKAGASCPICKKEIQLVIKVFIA
Target sequence (Q00987 whole entry, looked up): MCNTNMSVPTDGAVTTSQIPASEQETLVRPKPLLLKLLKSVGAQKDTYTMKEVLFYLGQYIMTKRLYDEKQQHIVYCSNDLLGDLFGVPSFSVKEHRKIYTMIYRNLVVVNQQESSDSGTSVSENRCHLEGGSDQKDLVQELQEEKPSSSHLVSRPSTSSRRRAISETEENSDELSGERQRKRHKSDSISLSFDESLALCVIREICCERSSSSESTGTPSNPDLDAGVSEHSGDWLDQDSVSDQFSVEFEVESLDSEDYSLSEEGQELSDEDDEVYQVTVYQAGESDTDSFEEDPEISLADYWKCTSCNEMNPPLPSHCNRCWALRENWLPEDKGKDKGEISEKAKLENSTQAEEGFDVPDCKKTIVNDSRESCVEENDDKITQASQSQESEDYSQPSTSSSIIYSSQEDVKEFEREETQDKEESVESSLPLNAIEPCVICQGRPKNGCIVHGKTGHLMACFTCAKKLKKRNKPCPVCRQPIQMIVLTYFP
Jurkat NFkB inh: inhibitors of induced NF-kB luciferase reporter, primary screen, TCR NF-kB activation inhibitor project, cell-based, luminescence, uHTS; Jurkat, PMA/ionomycin-induced NF-kB luciferase reporter; inhibition, % at 4 µM; hit rate 0.53% among 330,000; AID 435003, 2010; in the data active means inhibition above about 50%
The depositor's hits bear a star; x = not tested or not shown.

1: CCOc1ccc(S(=O)(=O)Nc2ccc(C(=O)N3CCC3)cc2)cc1
2: COc1ccc(Nc2c3c(c(C#N)c4nc5ccccc5n24)CCC3)cc1
3: COc1ccccc1/C=C/C=N/N1CCN(Cc2ccccc2)CC1
4: CC(C)Oc1ccc(C(CC(=O)O)NC(=O)Cc2ccccc2)cc1 (stereo unspecified)
5: COc1cccc(NC(=O)CSc2nc(=O)n(CCN(C)C)c3c2CCCC3)c1
6: O=C(N/N=C/C(Br)=C/c1ccccc1)NC1CCCCC1
7: Cc1ccc(C(=O)Nc2ccc(N3CCOCC3)nc2N2CCOCC2)cc1
8: COc1ccc(-c2c(C)n([O-])c3c([n+]2=O)CCCCC3)cc1OC
9: O=C(Oc1ccccc1-c1csnn1)c1cccs1
10: Cc1oc2c(c(C)cc3oc(=O)c(CC(=O)NCCCO)c(C)c32)c1C
assay / compound	1	2	3	4	5	6	7	8	9	10
697 NFkB inh	17	6	23	8	-1	-29	1	10	6	-8
CXCR6 inh	2	-4	-6	4	-12	7	-5	4	-5	1
UPR XBP1 act	-2	4	1	1	0	2	0	-1	0	-2
EBI2 block	2	-78	-14	10	-8	-14	11	1	-5	3
CHOP UPR activ	2.0	4.4	7.7	0.6	1.2	3.1	-0.3	-1.8	-0.7	-0.9
Gli-Sufu antag	-4	2	0	4	4	4	8	1	0	3
CCR6 antag	-3	3	-2	-2	14	-1	8	15	14	4
Mdm2-MdmX inh	-16	19	-5	5	18	-52	8	1	-8	-14
Jurkat NFkB inh	11	-4	-6	-1	22	-40	1	6	5	11

The list goes on; it opens with the 2 that closed the last part.
9: O=C(Oc1ccccc1-c1csnn1)c1cccs1
10: Cc1oc2c(c(C)cc3oc(=O)c(CC(=O)NCCCO)c(C)c32)c1C
11: COc1ccccc1NCc1ccc([N+](=O)[O-])s1
12: O=c1c2ccccc2cnn1-c1ccc(Cl)nn1
13: CC1CCCN(C(=O)c2ccc3c(=O)n(C4CCCC4)c(=S)[nH]c3c2)C1 (stereo unspecified)
14: COc1ccc(C(=O)OCC(=O)N2CCCCCC2)cc1S(=O)(=O)N1CCOCC1
15: CCOC(=O)C1CCN(C(=O)CCc2c(C)nc3cc(-c4ccccc4)nn3c2C)CC1
16: COC(=O)c1ccccc1NC(=O)CSc1nnnn1C
17: CN1C(=O)C(C)(C)N(C(=O)c2cccc([N+](=O)[O-])c2)c2ccccc21
18: CC(C)Cc1nnc(NC(=O)c2ccc3c(c2)OCCO3)s1
19: COC(=O)c1ccc(OC(=O)CCN2C(=O)C3C4c5ccccc5C(c5ccccc54)C3C2=O)cc1 (stereo unspecified)
20: O=C(NCCSc1ccc(Cl)cc1)c1ccco1
assay / compound	9	10	11	12	13	14	15	16	17	18	19	20
697 NFkB inh	6	-8	-32	-7	-6	10	29	-23	-10	-268	9	14
CXCR6 inh	-5	1	5	0	-5	-6	1	9	-5	4	5	3
UPR XBP1 act	0	-2	1	-3	-2	0	-1	0	0	-3	-1	4
EBI2 block	-5	3	0	-4	-6	-5	15	4	-1	2	-20	13
CHOP UPR activ	-0.7	-0.9	-2.1	1.5	1.6	5.4	2.3	1.0	2.7	1.3	2.1	-2.8
Gli-Sufu antag	0	3	-5	-14	46	0	30	1	8	-88	-5	-7
CCR6 antag	14	4	24	-1	2	2	6	-15	19	10	0	6
Mdm2-MdmX inh	-8	-14	-38	9	14	-35	-29	-3	15	-141	32	4
Jurkat NFkB inh	5	11	9	-10	35	-8	24	-13	12	-128	6	-9

21: C[C@H](NCCc1ccc(O)cc1)[C@H](O)c1ccc(O)cc1
22: Cc1ccc2[nH]c(C(F)(F)F)cc(=O)c2c1
23: Cc1nc2cc3ccccc3cc2n1C
24: O=C(CCC(=O)N/N=C/c1ccc(Br)s1)NCc1ccccc1
25: O=C(c1cc2c(ccc3ccccc32)oc1=O)N1CCCC1
26: CCc1ccc(NC(=O)CNC(=O)Cn2ccc3ccccc3c2=O)cc1
27: N#Cc1ccc(OCC(=O)n2cc(C(=O)c3cc(Cl)cc(Cl)c3O)cn2)cc1
28: CC(CCc1ccccc1)NC(=O)C(=O)N1CCOCC1 (stereo unspecified)
29: CC(C)Cc1nnc(NC(=O)c2cc(-c3ccncc3)nc3ccccc23)s1
30: COCCNC(=O)c1onc(CSc2cccc(OC)c2)c1C(=O)NCCOC
assay / compound	21	22	23	24	25	26	27	28	29	30
697 NFkB inh	10	-3	-22	8	1	8	12	-6	-2	-7
CXCR6 inh	-4	-4	-2	5	-14	4	x	5	8	4
UPR XBP1 act	-5	-4	1	1	-1	-3	1	-2	-2	-1
EBI2 block	-4	5	-25	1	-3	4	x	8	-3	3
CHOP UPR activ	0.0	2.9	-0.4	-1.6	1.7	1.9	1.4	-0.5	1.8	1.1
Gli-Sufu antag	4	5	-8	-3	-1	9	13	-7	7	-5
CCR6 antag	8	12	25	-6	14	14	6	-4	15	-1
Mdm2-MdmX inh	-11	7	-10	13	2	21	13	8	23	-6
Jurkat NFkB inh	8	9	-6	17	-11	13	10	-4	-3	9

Complete entries as entered above. Values in the order: 697 NFkB inh	CXCR6 inh	UPR XBP1 act	EBI2 block	CHOP UPR activ	Gli-Sufu antag	CCR6 antag	Mdm2-MdmX inh	Jurkat NFkB inh
C[C@H](NCCc1ccc(O)cc1)[C@H](O)c1ccc(O)cc1 is entered as 10	-4	-5	-4	0.0	4	8	-11	8
COCCNC(=O)c1onc(CSc2cccc(OC)c2)c1C(=O)NCCOC is entered as -7	4	-1	3	1.1	-5	-1	-6	9
Cc1nc2cc3ccccc3cc2n1C is entered as -22	-2	1	-25	-0.4	-8	25	-10	-6
O=C(CCC(=O)N/N=C/c1ccc(Br)s1)NCc1ccccc1 is entered as 8	5	1	1	-1.6	-3	-6	13	17

Following part:
31: O=C(OCc1nnc(-c2ccccc2)o1)C1CC(=O)N(CCc2ccccc2)C1 (stereo unspecified)
32: COc1ccc(NC(=O)Nc2cccs2)cc1OC
33: COc1cccc(Nc2nnc(SCn3nnc4ccccc4c3=O)s2)c1
34: Nc1nnc(SCC(=O)Nc2cc(C(F)(F)F)ccc2N2CCOCC2)s1
35: O=C1Nc2ccc(C(F)(F)F)cc2N2CCCC12 (stereo unspecified)
36: CC(C)OC(=O)c1cccnc1N1CCN(c2ccc(F)cc2)CC1
37: Cn1c(=O)n(CC(=O)N2CCN(c3nnc(-c4ccccc4)c4ccccc34)CC2)c2ccccc21
38: CC1CCN(C(=O)c2ccc(S(=O)(=O)Cc3cc(F)ccc3F)c([N+](=O)[O-])c2)CC1
39: CCOC(=O)C1(Cc2cccc(OC)c2)CCN(C2CCOCC2)CC1
40: CCC(NC(=O)c1ccc2nc(Cc3ccc(OC)cc3)oc2c1)c1ccncc1 (stereo unspecified)
assay / compound	31	32	33	34	35	36	37	38	39	40
697 NFkB inh	8	16	-23	5	12	-24	-12	22	1	-41
CXCR6 inh	2	-1	10	0	x	0	-12	-24	2	-6
UPR XBP1 act	1	-3	0	-3	-3	3	3	-1	0	-6
EBI2 block	6	2	8	3	x	0	-12	-15	9	19
CHOP UPR activ	3.5	0.5	0.0	-2.6	-0.7	-3.8	-1.8	2.8	1.2	2.0
Gli-Sufu antag	2	-15	-3	0	x	-15	3	6	13	48
CCR6 antag	7	15	10	-5	x	-5	4	2	19	16
Mdm2-MdmX inh	4	6	-19	-7	25	15	0	68*	-14	9
Jurkat NFkB inh	-10	-25	-4	-4	3	-9	15	7	-6	14

41: CCC(=O)N1CCc2cc(S(=O)(=O)NC(C(=O)NC(C)c3ccccc3)C(C)C)ccc21 (stereo unspecified)
42: N=c1c(C(=O)NCc2ccc3c(c2)OCO3)cc2c(=O)n3ccccc3nc2n1CC1CCCO1 (stereo unspecified)
43: COc1ccc(/C=C(\C#N)c2n[nH]c(Cn3cncn3)n2)cc1
44: O=C(Cn1c2ccccc2c(=O)c2ccccc21)N/N=C/c1ccc(N2CCCC2)c([N+](=O)[O-])c1
45: COc1ccccc1-n1nnnc1SCc1ccccc1
46: CC(=O)c1ccc(NC(=O)c2cc(-c3cccs3)on2)cc1
47: O=C(Nc1ccc(S(=O)(=O)Nc2ncccn2)cc1)c1ccc(F)c(S(=O)(=O)N2CCOCC2)c1
48: C=C(C)CN(CC)c1ccc(N2C(=O)CCCC2=O)cc1[N+](=O)[O-]
49: CC1=CC2=NC(=O)/C(=C\c3ccc(-c4cccc(Cl)c4)o3)C(=N)N2O1
assay / compound	41	42	43	44	45	46	47	48	49
697 NFkB inh	-10	13	14	x	-1	10	23	1	-12
CXCR6 inh	-3	17	-6	14	-4	-1	-6	4	0
UPR XBP1 act	-1	6	-3	x	-1	7	0	-5	0
EBI2 block	-3	10	7	-2	1	0	-7	-5	-5
CHOP UPR activ	0.5	3.0	-1.8	x	-0.5	4.1	0.2	-2.2	1.1
Gli-Sufu antag	-2	2	10	5	3	-12	4	4	2
CCR6 antag	4	15	5	22	-4	-7	-10	15	-17
Mdm2-MdmX inh	-23	6	-9	x	-2	-12	-17	15	27
Jurkat NFkB inh	15	26	-13	x	7	-53	-2	-14	47
